hIAP inh = human IAP inhibition; P09923; purified IAP, CDP-Star luminescence, 30 min; inhibition, % at 10 µM; 330,000 tested, 0.12% active;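 active = inhibition reaching a set limit with compound at 10 µM in the primary screen, cut at about 35% in these data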;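 note: plate controls were DMSO wells with enzyme for no effect and no-enzyme buffer wells for full effect; values of inactives mirror those of a sister screen read the other way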
Target sequence (P09923 whole entry, looked up): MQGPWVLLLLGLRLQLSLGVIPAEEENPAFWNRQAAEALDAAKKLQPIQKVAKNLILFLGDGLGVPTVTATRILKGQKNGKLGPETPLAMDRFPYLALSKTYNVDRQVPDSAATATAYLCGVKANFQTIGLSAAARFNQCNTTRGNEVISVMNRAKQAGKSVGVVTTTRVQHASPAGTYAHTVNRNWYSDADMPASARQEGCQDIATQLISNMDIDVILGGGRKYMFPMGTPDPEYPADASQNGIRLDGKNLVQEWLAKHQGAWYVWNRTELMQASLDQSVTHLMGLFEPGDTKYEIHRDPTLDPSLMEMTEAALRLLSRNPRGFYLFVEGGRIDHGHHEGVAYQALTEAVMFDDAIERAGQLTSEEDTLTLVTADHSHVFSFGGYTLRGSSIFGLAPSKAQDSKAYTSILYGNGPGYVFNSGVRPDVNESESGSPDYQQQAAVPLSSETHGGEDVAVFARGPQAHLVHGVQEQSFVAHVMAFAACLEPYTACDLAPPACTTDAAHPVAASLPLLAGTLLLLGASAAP
mIAP inh = mouse IAP inhibition | purified mouse IAP, CDP-Star luminescence, 30 min | inhibition, % at 10 µM | 330,000 tested, 0.2% active | AID 2806;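 active = inhibition of at least 40% at 10 µM in the primary screen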;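 note: plate controls were DMSO with enzyme for no effect and no enzyme wells for full effect; values of inactives mirror those of a sister screen read the other way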
A3G deaminase = inhibitors of human APOBEC3G DNA deaminase; inhibition, % at 20 µM; recombinant A3G, ssDNA deamination FAM/TAMRA fluorescence; Q9HC16; 330,000 tested, 0.28% active;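 active = inhibition of at least 40% at 20 µM, with no more than 30% in the related APOBEC3A deaminase screen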;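 note: plate controls were DMSO wells with A3G for no effect and wells lacking A3G enzyme for full effect; some compounds called inactive have numbers as strong as hits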
Target sequence (Q9HC16 whole entry, looked up): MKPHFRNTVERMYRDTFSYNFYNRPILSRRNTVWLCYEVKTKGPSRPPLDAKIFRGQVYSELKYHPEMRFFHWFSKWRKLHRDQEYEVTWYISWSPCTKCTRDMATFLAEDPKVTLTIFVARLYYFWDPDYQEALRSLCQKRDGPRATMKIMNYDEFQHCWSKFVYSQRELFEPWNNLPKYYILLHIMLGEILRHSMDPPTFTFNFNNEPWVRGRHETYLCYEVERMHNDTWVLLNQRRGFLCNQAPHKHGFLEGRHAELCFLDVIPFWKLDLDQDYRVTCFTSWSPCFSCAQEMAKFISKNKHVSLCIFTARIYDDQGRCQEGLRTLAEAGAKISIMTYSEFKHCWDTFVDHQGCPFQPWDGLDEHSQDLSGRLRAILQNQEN
mIAP act = increases mouse intestinal alkaline phosphatase activity; muIAP, CDP-Star luminescence, 30 min; active compounds read high; 1 = vehicle-only enzyme signal, 0 = enzyme-free wells; 330,000 tested, 0.24% active; activation factor at 10 µM;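 active = activation factor of at least 2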; note: the source names both 10 and 20 µM as test concentration; values of inactives mirror those of a sister screen read the other way
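System: Mouse IAP enzyme | Also added: CDP-Star substrate | Dosing: Compounds dispensed in DMSO | Schedule: 30 min enzyme-substrate-compound incubation at room temperature | Technique: Chemiluminescence readout | Control set: DMSO-only wells and no-enzyme negative control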
GRIN3A LBD mod = NR3A (human) ligand-binding domain modulation. NR3A LBD differential scanning fluorimetry, Tm shift; 0% = protein alone, 100% = glycine-bound protein. Tm shift relative to glycine control, % at 25 µM. 340,000 tested, 2.5% active;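 active = melting temperature shift of at least 10% of the positive control shift, at one fixed dose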
MIN6 prolif = induces beta-cell replication in MIN6 cells; MIN6 cells proliferation, ATPlite luminescence, 48 h; cells starved in 0.2% serum; 100% = growth in 10% serum; proliferation, % at 10 µM; 330,000 tested, 0.29% active; AID 2380;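 active = compounds whose signal lies at least 3.5 SD above the mean of all wells on their plate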;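 note: 0% = DMSO-treated cells in low-serum medium and 100% = 10% serum control; some compounds called inactive have numbers as strong as hits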
MPTP inh = permeability transition pore inhibition | isolated mouse mitochondria, Ca2+ swelling absorbance, 30 min | inhibition, % at 10 µM | AID 602449 | 360,000 tested, 1.4% active;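 active = inhibition of 50% or more, scaled per plate between neutral and stimulator controls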;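 note: 0% = DMSO wells given calcium and 100% = 1 mM EGTA wells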
APOBEC3A inh = human APOBEC3A DNA deaminase inhibition; recombinant A3A, FAM/TAMRA ssDNA deamination fluorescence; inhibition, % at 20 µM; 330,000 tested, 0.41% active; AID 493011;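 active = at least 40% inhibition at 20 µM here, with at most 30% in a related deaminase screen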;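 note: plate controls were A3A with DMSO for no effect and wells lacking A3A enzyme for full effect; some results filed as inactive read as strong as hits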
Target sequence (P31941 whole entry, looked up): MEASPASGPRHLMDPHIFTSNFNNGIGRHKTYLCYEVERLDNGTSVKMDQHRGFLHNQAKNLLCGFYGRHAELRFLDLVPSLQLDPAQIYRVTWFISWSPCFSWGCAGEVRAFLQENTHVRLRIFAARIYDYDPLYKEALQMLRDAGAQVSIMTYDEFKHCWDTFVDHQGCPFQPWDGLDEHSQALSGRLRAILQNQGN
hIAP activ = human IAP activation; AID 2524; P09923; activation factor at 10 µM; 330,000 tested, 0.16% active; purified human IAP, CDP-Star luminescence, 30 min; active compounds read high; 1 = vehicle-only enzyme, 0 = enzyme-free background;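 active = activation factor of the enzyme at least 2-fold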; note: the source names both 10 and 20 µM as test concentration; values of inactives mirror those of a sister screen read the other way
Active calls of the source: *.

SMILES | hIAP inh | mIAP inh | A3G deaminase | mIAP act | GRIN3A LBD mod | MIN6 prolif | MPTP inh | APOBEC3A inh | hIAP activ
Cc1ccc(C)c(S(=O)(=O)NCCCc2ccccc2)c1 | 3 | 0 | -7 | 0.99 | 2 | 0 | 0.5 | -1 | 0.97
CCCOc1cccc(C(=O)NCCNC(=O)c2ccc(C)nc2)c1 | 20 | -3 | -6 | 1 | -1 | 1 | -0.8 | 2 | 0.8
Cc1cc(SCC(=O)N/N=C/c2cccnc2)nc2c(C)cccc12 | 5 | -5 | -5 | 1.1 | 0 | 1 | -1.3 | -1 | 0.95
C/C(=N/OC(=O)c1ccc(C)cc1)C(=O)c1ccc(Br)cc1 | 8 | 6 | -1 | 0.94 | 2 | -1 | 4.3 | -2 | 0.92
COc1ccc(NC(=O)c2cc(-c3cc(Cl)ccc3O)n[nH]2)c(OC)c1 | -36 | 2 | -4 | 0.98 | 31* | 1 | 1.4 | 1 | 1.4
O=C(NCc1ccccn1)c1ccc(Cl)s1 | 10 | -14 | 11 | 1.1 | 1 | -1 | -1.0 | 0 | 0.9
CC(=O)NCc1ccc(C(=O)COC(=O)COc2ccc(Cl)c(C)c2)s1 | -5 | 7 | -10 | 0.93 | -2 | 1 | 0.7 | -2 | 1.1
Cc1cc(=O)n(CCCO)c(O)c1C#N | 3 | -1 | -9 | 1 | 1 | -1 | 4.2 | -7 | 0.97
COc1ccccc1Nc1nc2c(s1)CCC2 | -22 | 9 | -8 | 0.91 | 0 | -3 | 0.6 | -6 | 1.2
CCc1nnc(NC(=O)CN2C(=O)NC3(CC(C)CC(C)(C)C3)C2=O)s1 (stereo unspecified) | -11 | 10 | -6 | 0.9 | 3 | -1 | -1.2 | 0 | 1.1
CC(=O)c1noc(C)c1C(=O)Nc1nccs1 | -18 | 1 | 1 | 0.99 | 3 | 0 | -1.6 | 2 | 1.2
NC(=O)[C@@H]1CCCN1C(=O)c1ccc2nc(Cc3ccccc3F)oc2c1 | 2 | 4 | -1 | 0.96 | 2 | -1 | -0.3 | -1 | 0.97
O=C(Nc1ccc2c(c1)CCC2)c1cc2ccccc2o1 | 11 | 1 | 1 | 0.99 | -1 | -3 | -1.4 | 1 | 0.89
CCc1cc2c3c(c(=O)oc2cc1O)CCCC3 | -10 | 3 | 1 | 0.97 | 1 | -1 | 0.5 | 3 | 1.1
Cc1n[nH]c(=O)n1-c1ccc(OCc2ccccc2)cc1 | -4 | -3 | -6 | 1 | 0 | 0 | 0.2 | -1 | 1
Cc1ccc(NC(=O)c2c(C)nn(-c3ccccc3)c2Cl)cc1 | 3 | 2 | -6 | 0.98 | -1 | 2 | 22 | -1 | 0.97
CCOc1ccc(OCc2ccc(C(=O)Nc3cccc(C)n3)o2)cc1 | 8 | 12 | -3 | 0.88 | 2 | -2 | 0.6 | 3 | 0.92
O=C(NCc1cccnc1)C(=O)NCC1OCCCN1S(=O)(=O)c1ccc(Cl)cc1 (stereo unspecified) | 10 | -5 | -7 | 1 | 0 | -1 | 0.7 | -3 | 0.9
CC(C)Oc1c(Br)cc(Br)cc1/C=N/NC(N)=S | 15 | 4 | -4 | 0.96 | 6 | 0 | 2.3 | -1 | 0.85
CC(=O)c1cccc(NC(=O)NC2CC3CCCC(C2)N3CC(C)C)c1 (stereo unspecified) | -7 | -37 | -3 | 1.4 | -1 | 2 | -0.2 | -1 | 1.1
Cc1nn(C)c(C)c1CS(=O)(=O)c1ccccc1 | -19 | -4 | -2 | 1 | -5 | 0 | -1.3 | 0 | 1.2
CC(C)N(C(=S)Nc1cccnc1)c1ccccc1 | 6 | 10 | -7 | 0.9 | 0 | 0 | 0.2 | -1 | 0.94
Cc1cnc([N+](=O)[O-])n1CCOC(=O)c1cccc(F)c1 | 9 | 9 | -2 | 0.91 | 1 | 0 | 1.0 | -2 | 0.91
O=C(C1=C(O)C(=O)N(Cc2ccco2)C1c1cccc(Cl)c1)c1ccco1 (stereo unspecified) | -16 | -9 | -4 | 1.1 | -1 | -2 | -0.1 | -3 | 1.2
Cc1cc(NS(=O)(=O)c2ccc(NC(=S)NC(=O)c3cccnc3)cc2)no1 | 5 | 6 | -4 | 0.94 | -1 | -1 | -0.7 | -5 | 0.95
(cont.)
SMILES | hIAP inh | mIAP inh | A3G deaminase | mIAP act | GRIN3A LBD mod | MIN6 prolif | MPTP inh | APOBEC3A inh | hIAP activ
Cc1cccc(OCc2nnc(SCC(=O)N3CCCC3)o2)c1 | 20 | -15 | -1 | 1.1 | -2 | 0 | -1.9 | 2 | 0.8
Cc1csc(NC(=O)CCCC(=O)O)c1-c1nc2ccccc2s1 | 16 | -6 | -2 | 1.1 | -1 | -2 | 6.7 | -5 | 0.84
Cc1ccc(S(=O)(=O)Nc2ccccc2C(=O)N2CCCCCC2)cc1 | -11 | -2 | -9 | 1 | -2 | 0 | -0.4 | -6 | 1.1
COc1ccc(NC(=O)COC(=O)c2ccccc2SCC(=O)N2CCCC2)cc1 | -7 | 1 | -8 | 0.99 | 19* | -2 | -1.0 | 3 | 1.1
CCc1c(O)nc(SCC(=O)Nc2nc3ccccc3s2)n(C2CCCCC2)c1=O | -45 | 20 | -6 | 0.8 | 4 | -4 | 50 | -3 | 1.4
Cc1ccc(S(=O)(=O)Nc2c(O)c3ccccc3oc2=O)cc1C | 12 | 7 | -9 | 0.93 | 1 | 1 | 0.2 | -4 | 0.88
CCOc1ccccc1C(=O)N[C@H](C(=O)Nc1cc(S(=O)(=O)N(C)C)ccc1OC)C(C)C | -16 | 4 | -1 | 0.96 | -2 | -3 | 0.0 | 2 | 1.2
COc1cccc(NC(=O)CN(C)C(=O)CCNC(=O)c2ccc(Br)cc2)c1 | -3 | 4 | -11 | 0.96 | 1 | 1 | 0.0 | -3 | 1
CNC(=O)CSCc1c(F)cccc1Cl | -3 | -6 | -5 | 1.1 | -3 | 0 | 0.3 | -2 | 1
CCOC(=O)N1CCN(C(=O)Nc2ccc3nc(C)sc3c2)CC1 | 5 | -1 | -3 | 1 | 3 | 0 | -0.9 | -2 | 0.95
Cc1ccc(NC(=O)COC(=O)CCCC2=NS(=O)(=O)c3ccccc3N2)cc1C | 3 | 10 | -2 | 0.9 | 1 | -3 | -1.0 | -3 | 0.97
CC(C)NC(=O)CCNS(=O)(=O)c1ccc(Br)cc1 | -7 | 2 | 2 | 0.98 | -4 | 0 | -1.0 | 3 | 1.1
CCOC(=O)CNC(=O)CSc1nc(-c2ccccc2)ns1 | -5 | 4 | 33 | 0.96 | -3 | -4 | 0.1 | 1 | 1
COCC(C)NC(=S)Nc1ccccc1[N+](=O)[O-] (stereo unspecified) | -13 | -8 | -13 | 1.1 | 0 | -3 | -5.3 | -6 | 1.1
CCOC(=O)N1CCN(c2ccc(C(=O)CC)cc2F)CC1 | -2 | 8 | -9 | 0.92 | -2 | 0 | -1.6 | -3 | 1
Cn1cc(/C=C2\SC(=O)NC2=S)c2ccccc21 | 9 | 26 | -7 | 0.74 | 1 | -6 | 6.4 | -1 | 0.91
CCN1CCc2c(OCC(=O)Nc3ccccc3)cccc2C1=O | -21 | -4 | -1 | 1 | -4 | 1 | -0.8 | -5 | 1.2
COc1cc(C(=O)NC2CCN(Cc3ccccc3)CC2)cc(Cl)c1OC(C)C | -13 | -2 | -9 | 1 | 0 | -6 | 2.5 | -3 | 1.1
CCN(CC)CCNS(=O)(=O)c1ccc(C(=O)NN)cc1 | 1 | -22 | 2 | 1.2 | 1 | 2 | 0.4 | -7 | 0.99
Cc1ccc(NC(=O)CC2SC(=Nc3ccc(O)cc3)NC2=O)cc1 (stereo unspecified) | -4 | -3 | -5 | 1 | -2 | 0 | 0.8 | -3 | 1
O=C(NCc1nnc2c(C(F)(F)F)cc(Cl)cn12)c1ccco1 | -17 | 2 | -4 | 0.98 | -1 | 1 | -1.9 | -5 | 1.2
COc1ccccc1NS(=O)(=O)c1cccc(C(=O)NCC(c2ccco2)N2CCCC2)c1 (stereo unspecified) | -18 | -17 | -6 | 1.2 | 0 | 0 | 0.6 | -4 | 1.2
CCOc1ccc(NC(=O)C(C)N2C(=O)c3ccccc3C2=O)cc1 (stereo unspecified) | -9 | -4 | -1 | 1 | 0 | -2 | 0.7 | 2 | 1.1
COc1ccc(OCC(=O)NC2CCCc3ccccc32)cc1 (stereo unspecified) | -18 | -3 | -7 | 1 | -1 | 5 | 0.9 | -5 | 1.2
O=C(Cn1nnc(-c2ccccc2F)n1)Nc1ccc2c(c1)OCO2 | 16 | 0 | -10 | 1 | 1 | -2 | 0.6 | -5 | 0.84

Next section (3 carried over from the part before).
SMILES | hIAP inh | mIAP inh | A3G deaminase | mIAP act | GRIN3A LBD mod | MIN6 prolif | MPTP inh | APOBEC3A inh | hIAP activ
CCOc1ccc(NC(=O)C(C)N2C(=O)c3ccccc3C2=O)cc1 (stereo unspecified) | -9 | -4 | -1 | 1 | 0 | -2 | 0.7 | 2 | 1.1
COc1ccc(OCC(=O)NC2CCCc3ccccc32)cc1 (stereo unspecified) | -18 | -3 | -7 | 1 | -1 | 5 | 0.9 | -5 | 1.2
O=C(Cn1nnc(-c2ccccc2F)n1)Nc1ccc2c(c1)OCO2 | 16 | 0 | -10 | 1 | 1 | -2 | 0.6 | -5 | 0.84
Cc1nnc(SCC(=O)NCc2ccco2)[nH]c1=O | -3 | 17 | 3 | 0.83 | -1 | -4 | -0.7 | 31 | 1
O=C(N/N=C/c1ccc(F)cc1)c1ccncc1 | 6 | 0 | -6 | 1 | -2 | 1 | 0.2 | -4 | 0.94
CC1=CC(c2ccc(Cl)cc2)n2nc(NC(=O)c3ccccc3)nc2N1 (stereo unspecified) | -10 | -1 | 1 | 1 | 0 | -2 | -2.6 | 0 | 1.1
CCOc1ccc(CNC(=O)Cn2nc(C)n3nc(-c4ccccc4)cc3c2=O)cc1 | 3 | 3 | -7 | 0.97 | 0 | -7 | -2.1 | -6 | 0.97
CCC1=C([N+](=O)[O-])C(c2ccc3c(c2)OCO3)NC(=O)N1 (stereo unspecified) | 7 | -3 | -2 | 1 | 2 | 0 | -1.7 | -4 | 0.93
COc1ccc(S(=O)(=O)N(C)C[C@H]2Oc3ccc(NC(=O)Cn4cnnn4)cc3C(=O)N([C@H](C)CO)C[C@@H]2C)cc1 | -13 | 12 | -1 | 0.89 | 1 | -2 | 0.0 | 0 | 1.1
c1ccc(COc2ccc(OCCn3cncn3)cc2)cc1 | 12 | -7 | -7 | 1.1 | 3 | -3 | 0.9 | -4 | 0.88
Cc1c(O)ccc(C(=O)CN2CCN(Cc3ccccc3)CC2)c1O | -12 | 3 | -5 | 0.97 | 0 | -1 | -0.4 | -6 | 1.1
Cc1c(C(=O)N2CC(C(=O)N3CCCCC3)Oc3ccccc32)oc2ccccc12 (stereo unspecified) | 3 | 4 | -3 | 0.96 | -1 | 2 | -0.7 | -1 | 0.97
C=CC[C@H](CC(=O)NCCO)C(=O)N[C@H](COC(=O)[C@@H](CC=C)Cc1ccc(F)cc1)Cc1ccccc1 | -7 | 10 | -6 | 0.9 | 3 | -1 | -0.4 | -2 | 1.1
Cc1cccc(/N=C/c2c(O)c3ccccc3oc2=O)n1 | -1 | -2 | -1 | 1 | 2 | 1 | 5.9 | 0 | 1
Cc1ccc(C(=O)N2N=C(CC(C)C)CC2(O)C(F)(F)F)o1 (stereo unspecified) | 7 | -10 | 2 | 1.1 | 0 | 1 | 1.7 | -1 | 0.93
O=C(NC(=O)c1ccccc1O)c1ccc2c(c1)CCO2 | 5 | -10 | -3 | 1.1 | 1 | -4 | 4.5 | 1 | 0.95
CCN1CCN(Cc2nnc(-c3ccc(C)cc3)o2)CC1 | 1 | 1 | -7 | 0.99 | 1 | -2 | 0.3 | -1 | 0.99
